# Assay outcomes: PubChem, National Center for Advancing Translational Sciences (NCATS)
# POLB inh: inhibitors of human DNA polymerase beta. P06746. Pol beta primer extension/strand displacement, fluorescence kinetic. Potency, µM (highest dose often 114 µM), for inactives: at the highest dose activity change, negative = inhibition, most hits filed as inhibitors. 340,000 compounds, 1.3% hits; also: potency is read from the fitted curve at half-maximal effect; % is scaled to controls: 0 for no effect and ±100 for the full control effect
#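 10 nM enzyme + cpd, 15 min RT; start with substrate 50 nM final; read 0 min and after 10 min RT. Corrected, normalized data; 4-parameter Hill curve fit.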
# POLK inh: inhibitors of human DNA polymerase kappa; Q9UBT6; purified Pol kappa, fluorescent DNA synthesis assay, 10 min; Potency, µM (top dose mostly 107 µM), inactives show at the top dose activity, negative = inhibition, usual class: inhibitors; 400,000 compounds, 0.53% hits; AID 588579; also: potency is read from the fitted curve at half-maximal effect; % is scaled to controls: 0 for no effect and ±100 for the full control effect
#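 Pol kappa 10 nM + cpd, 15 min RT; start w/ substrate 50 nM final; fluorescence kinetic read, 0 and 10 min. Neg ctrl: buffer, no enzyme.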
# Apoferritin bind: candidate novel general anesthetic via apoferritin binding | Potency, µM (highest dose often 77.5 µM), without a hit: at the highest dose activity change, negative = displacement, usual class: inhibitors | apoferritin/1-aminoanthracene competitive binding, fluorescence | 350,000 compounds, 0.074% hits | P02791; also: potency is read from the fitted curve at half-maximal effect; % is scaled to controls: 0 for no effect and ±100 for the full control effect; nearly all actives have a fitted effect of over 20% in size
# Target sequence (P02791 2-175 limits assumed): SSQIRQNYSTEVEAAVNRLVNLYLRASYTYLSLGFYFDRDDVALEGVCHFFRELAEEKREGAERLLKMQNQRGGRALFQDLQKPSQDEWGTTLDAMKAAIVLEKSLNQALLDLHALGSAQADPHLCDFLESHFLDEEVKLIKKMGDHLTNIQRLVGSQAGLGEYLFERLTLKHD
#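 Read-out: endpoint 1-AMA fluorescence, excitation 380 nm and emission 535 nm, after compounds sit 10 min at room temperature with 10 uM horse-spleen apoferritin in 50% saturated 1-AMA/PBS. Values come from four-parameter Hill fits.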
# Tb PGK inh: T. brucei PGK inhibition; PGK/GAPDH coupled, Kinase-Glo luminescence, 60 min; AID 602233; 380,000 compounds, 0.043% hits; Potency, µM (top dose mostly 57.5 µM), inactives show at the highest dose activity change, negative = inhibition, most hits filed as inhibitors; also: potency is read from the fitted curve at half-maximal effect; % is scaled to controls: 0 for no effect and ±100 for the full control effect; nearly all actives have a fitted effect of over 60% in size
#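 Luminescent ATP detection (Kinase-Glo Plus) follows a 60-minute room-temperature incubation, with wells lacking PGK as controls. Buffer: 100 mM TEA (pH 7.6), 5 mM MgCl2, 0.01% Tween-20. Coupling enzyme GAPDH (100 nM final) supplies unstable 1,3-BPG in-well.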
# RXFP1 antag: RXFP1 (human) relaxin receptor antagonism. 350,000 compounds, 0.59% hits. Q9HBX9. HEK293-RXFP1, relaxin-stimulated cAMP HTRF, 30 min; hits give low values. activity change, negative = inhibition, % at 57.5 µM. AID 1259400;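 active = activity change of -60% or lower, but not beyond a set lower limit; inconclusive = change between -60% and -40%, or beyond the set limit; inactive = change above -40%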; also: % is scaled to controls: 0 for no effect and ±100 for the full control effect
# POLH inh: inhibitors of human DNA polymerase eta | Q9Y253 | recombinant Pol eta, fluorescent DNA replication assay | Potency, µM (top dose mostly 114 µM), inactives show top-dose activity change, negative = inhibition, usual class: inhibitors | 390,000 compounds, 1.2% hits | AID 588591; also: potency is read from the fitted curve at half-maximal effect; % is scaled to controls: 0 for no effect and ±100 for the full control effect
# Target sequence (Q9Y253 whole entry, looked up): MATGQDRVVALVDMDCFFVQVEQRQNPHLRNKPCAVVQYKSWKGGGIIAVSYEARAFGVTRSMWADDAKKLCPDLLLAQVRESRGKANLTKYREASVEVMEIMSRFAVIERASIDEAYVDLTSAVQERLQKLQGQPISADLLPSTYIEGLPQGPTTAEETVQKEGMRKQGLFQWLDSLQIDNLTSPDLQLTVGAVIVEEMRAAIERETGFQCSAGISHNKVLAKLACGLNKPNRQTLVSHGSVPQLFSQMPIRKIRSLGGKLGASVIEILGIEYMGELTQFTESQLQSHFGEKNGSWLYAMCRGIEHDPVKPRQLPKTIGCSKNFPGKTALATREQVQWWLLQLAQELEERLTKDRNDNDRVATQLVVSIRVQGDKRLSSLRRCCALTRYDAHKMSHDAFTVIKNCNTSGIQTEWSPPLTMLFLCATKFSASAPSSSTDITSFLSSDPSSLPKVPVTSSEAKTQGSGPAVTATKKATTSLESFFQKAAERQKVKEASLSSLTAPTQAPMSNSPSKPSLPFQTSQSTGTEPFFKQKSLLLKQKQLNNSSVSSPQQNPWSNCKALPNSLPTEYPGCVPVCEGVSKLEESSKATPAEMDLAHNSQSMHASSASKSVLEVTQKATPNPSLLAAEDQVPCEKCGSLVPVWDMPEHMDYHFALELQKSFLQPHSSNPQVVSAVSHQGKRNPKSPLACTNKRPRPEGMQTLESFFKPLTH
#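 Fluorescent replication assay: 50 nM final substrate added after a 15 min room-temperature compound preincubation with 10 nM enzyme. Signal taken at 0 min and again at 10 min.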
# BLM inh: inhibitors of human Bloom syndrome helicase BLM; P54132; Potency, µM (doses to about 56.1 µM), without a hit: at the top dose activity change, negative = inhibition, actives largely listed as inhibitors; 350,000 compounds, 0.2% hits; recombinant BLM DNA unwinding, fluorescence dequenching; AID 2528;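 also: potency is read from the fitted curve at half-maximal effect; plate controls were vehicle for no effect and no enzyme for full effect; nearly all actives have a fitted effect of over 35% in size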
# APE1 inh: APE1 (human) endonuclease inhibition; recombinant APE1, TAMRA/BHQ-2 abasic DNA cleavage fluorescence; Potency, µM (titrated, usually from 65.8 µM), for inactives: at the top dose activity change, negative = inhibition, actives largely listed as inhibitors; 350,000 compounds, 0.35% hits; P27695;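 also: potency is read from the fitted curve at half-maximal effect; plate controls were vehicle for no effect and reference inhibitor for full effect; nearly all actives have a fitted effect of over 55% in size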
#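 Compound pre-exposure to 0.75 nM APE1, 15 min at ambient temperature. Reaction initiated with 50 nM TAMRA/BHQ-2 THF substrate, read immediately in kinetic mode, 525 nm excitation, 598 nm emission.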
# Pol iota inh: DNA polymerase iota (human) inhibition; Pol iota fluorescent replication assay, 10 min; 390,000 compounds, 1% hits; Potency, µM (highest dose often 115 µM), without a hit: at the top dose activity, negative = inhibition, hits mostly inhibitors; also: potency is read from the fitted curve at half-maximal effect
#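 Fluorescent replication assay read twice, at 0 min and 10 min after adding 50 nM (final) substrate. Enzyme (10 nM) and compounds were first incubated 15 min at room temperature; enzyme-free buffer wells were negative controls.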
# An asterisk follows results filed as active; i = inactive; u = inconclusive; x = no result given; & = joins results of further samples; [ ] = remark or other dose. Unless noted, calls follow the shape of the dose curve; as a rule, active = well fitted curve in the direction sought with a large enough effect; inconclusive = small, poorly fitted or top-dose-only effect, or another doubt; inactive = no such curve, though single readings can be large; an effect the other way counts as inactive or inconclusive. Some of the compounds tested; rates above refer to the full screens.
SMILES,POLB inh,POLK inh,Apoferritin bind,Tb PGK inh,RXFP1 antag,POLH inh,BLM inh,APE1 inh,Pol iota inh
CCN(Cc1cc2cc(C)ccc2[nH]c1=O)C(=O)c1cccc([N+](=O)[O-])c1,1%,10%,-6%,-7%,-4,-5%,-2%,1%,4%
CCC(C)C(NC(=O)OCc1ccccc1)C(=O)NC(Cc1ccc(O)cc1)C(=O)OC (stereo not drawn),-19%,2%,-4%,-3%,-6,-20%,-4%,0%,89%[activator]
Nc1nonc1-c1noc(CCCN2C(=O)c3ccccc3C2=O)n1,9%,-10%,-9%,0%,1,1%,-1%,4%,-13%
COc1cc2c(cc1OC)Cc1cc(OC)c(OC)cc1Cc1cc(OC)c(OC)cc1C2,x,-20%[60.1 µM],5%,x,x,x,-15%,-2%,x
COc1ccc(C2OCC(C)([N+](=O)[O-])CO2)cc1 (stereo not drawn),x,-7%,x,-9%,0,-10%,x,x,109%[activator]
CCS(=O)(=O)c1nc(S(=O)(=O)c2ccc(Cl)cc2)c(N2CCC(O)CC2)s1,11%,-12%,-6%,11%,17,-4%,1%,-14%,5%
CC(C)(C)NC(=O)C[C@H]1C[C@H](C(=O)N2CCCCC2)[C@@]2(CCc3ccccc3)c3[nH]c4cc(-c5ccco5)ccc4c3CCN2C1=O,x,18%,x,-9%,x,-11%,x,17%,u
O=C(O)C(O)C(O)c1nc2ccccc2[nH]1 (stereo not drawn),17%,-5%,0%,-1%,8,-1%,-1%,3%,76%[activator]
CC(C)c1ccc(NC(=O)NC2CCN(CC(=O)Nc3cccc4ccccc34)CC2)cc1,3%,2%,-8%,16%,9,-17%,-4%,4%,-2%
COc1ccc2nc3oc(C(=O)N4CCN(c5cccc(Cl)c5)CC4)cc3cc2c1,-22%,-4%,-8%,21%,-4,4%,-4%,-5%,10%
CN(C)c1cccc(C(=O)N/N=C/c2ccoc2)c1,x,-15%,x,-12%,-2,-22%,x,x,u
Cc1ccc(S(=O)(=O)N(CCO)Cc2cc3ccc(C)c(C)c3[nH]c2=O)cc1,47%,0%,-18%,i,-9,-2%,-1%,-7%,15%
COc1ccc(S(=O)(=O)N2CCC(C(=O)N3CCN(C)CC3)CC2)cc1OC,54%,7%,3%,0%,5,-19%,-3%,-3%,59%[activator]
CCCCCCCCCCCC(=O)N/N=C/c1ccco1,1%,-4%,-18%,-8%,-9,-11%,-5%,5%,18%
COCCNCC1C(Oc2ccc(Cl)cc2)C(=O)N1c1ccccc1C (stereo not drawn),-1%,-12%,-10%,3%,-5,-3%,-8%,-2%,44%[activator]
CSc1ccc(C2=CC(=O)C[C@H](c3ccc(F)cc3)C2)cc1,x,7%,x,i,x,-22%,x,37%,8%
CCOc1ccc(CN2CCN(c3cc(C)nc4c5c(C)cc(C)nc5nn34)CC2)cc1,u,x,2%,x,x,x,2%,-2%,x
COc1ccc(-c2nc(CSCC(=O)N3CCN(c4cccc(C)c4)C(C)C3)c(C)o2)cc1OC (stereo not drawn),-4%,-16%,-13%,-5%,-30,-23%,-6%,-4%,-10%
CCCCn1c(N)c(N(CCOC)C(=O)COC(=O)COc2ccccc2C#N)c(=O)[nH]c1=O,x,-12%,x,7%,-5,6%,x,-4%,66%[activator]
COc1cc2c(cc1OC)C(C(=O)O)C(c1cc(Br)c(O)c(OC)c1)N(C)C2=O (stereo not drawn),24%,-6%,-3%,12%,1,-2%,-4%,-2%,-5%
Cc1cc(C)n2nc(SCC(=O)Nc3ccccc3C)nc2n1,-12%&-2%,7%,-1%&-8%,-1%&6%,-17&8,-13%&12%,-5%&4%,20%,36%&17%[activator]
Cc1nc2c(cnn2-c2ccccc2)c(=O)[nH]1,26%,6%,-3%,-3%,-3,-5%,0%,-2%,75%[activator]
COc1ccc(-c2cc(C(F)(F)F)nc(NCc3cccs3)n2)cc1,-1%,-7%,6%,-6%,-31,-27%,-10%,-1%,85%[activator]
COc1ccc(OCC(=O)N2CCC(c3nc4ccccc4s3)CC2)cc1,1%,1%,-10%,-10%,-18,-22%,-1%,x,27%
CCc1ccc(C2C3=C(CC(C)(C)CC3=O)Nc3c2c(=O)[nH]c2nc(C)nn32)cc1 (stereo not drawn),33%,-8%,-4%,i,18,-10%,-1%,-7%,6%
CCc1c(C)c2ccc(OCC(N)=O)cc2oc1=O,4%,-5%,2%,-7%,13,-21%,-1%,-11%,6%
Cc1ccc2oc(C(=O)Nc3nonc3C)c(C)c2c1,12%,-3%,-3%,-4%,-8,-10%,2%,19%,-23%
Cc1[nH]nc2c1C(c1c[nH]c3ccccc13)C(C#N)=C(N)O2 (stereo not drawn),-24%,-15%,-8%,-3%,-10,-19%,0%,6%,69%[activator]
Cc1cc(Nc2cccc(C(=O)O)c2)n2ncnc2n1,44%,-8%,4%,-7%,7,-17%,-1%,-8%,24%
Cc1cccc(Nc2nnc(SCC3CCCCO3)s2)c1C (stereo not drawn),15%,-6%,u,i,7,-16%,-2%,-2%,-7%
COc1ccc(N2C(=O)CN(Cc3ccc(OC)c(OC)c3)C2=S)cc1,-2%,0%,-20%,10%,3,-4%,-2%,-5%,15%
COC(=O)c1c(C)[nH]c(C)c1-c1ccccc1Cl,10%,-4%,-15%,-7%,-4,-15%,-10%,0%,6%
Nc1nc(-c2cc3c(cc2Cl)OCCO3)cs1,-20%,-7%,u,i,4,-16%,-3%,-14%,118%[activator]
CCOc1ccc(N(C(C)C(=O)Nc2ccc(OC)cc2)S(C)(=O)=O)cc1 (stereo not drawn),3%,-5%,-20%,-8%,-1,-9%,-4%,1%,25%
CCCn1c(SCC(=O)Nc2c(CC)cccc2CC)nnc1C(C)C,4%,-6%,-14%,5%,-2,-8%,-1%,3%,24%
CCCCc1ccc(Nc2nc(CCC)cc(=O)[nH]2)cc1,-1%,-15%,3%,-6%,2,-16%,-7%,-6%,69%[activator]
O=C(COC(=O)c1ccccc1Cl)NC1CCCCCCC1,x,-3%,x,-10%,-1,-24%,x,2%,49%[activator]
O=C(O)C1=C[C@H](c2ccccc2)C[C@H](OCCCCO)O1,x,-8%,x,-10%,x,-4%,x,x,-5%
Cc1ccccc1CC(=O)N1CCN(C(=O)c2ccco2)CC1,10%,-8%,-4%,i,4,-4%,2%,4%,-26%
Cc1ccccc1NC(=O)CSc1nc2[nH]c(=O)cc(O)c2s1,x,-11%,x,i,-1,u,x,17%,u
Cc1ccc(S(=O)(=O)N2CCCc3cc(NC(=O)c4cccc(Cl)c4)ccc32)cc1,1%,-10%[60.1 µM],46%[activator],-4%,-8,-22%,-3%,x,17%
COc1cc(C2=CCN(C(C)=O)CC2)ccc1OC(C)=O,x,-14%,x,5%,x,-4%,x,x,11%
CCOC(=O)C1=C(CN(C)Cc2ccccc2)NC(=O)NC1c1ccc(OC(C)C)cc1 (stereo not drawn),2%,-22%,5%,-9%,x,-14%,-9%,x,-12%
CCOc1cc(N2CCOCC2)c(OCC)cc1NC(=O)COc1ncnc2ccc(Br)cc12,19%,-10%,-4%,3%,-6,u,0%,0%,9%
Cc1ccc(NC(=O)CN(C)C(=O)c2cccc(S(=O)(=O)N3CCCC3)c2)cc1,x,6%,x,-5%,-18,-17%,x,6%,-14%
Cc1cc(NC(=O)C2CCCN(S(=O)(=O)c3ccc(Br)s3)C2)ccc1Br (stereo not drawn),0%,-4%,8%,6%,-5,-18%,-4%,x,11%
CCS(=O)(=O)N1Cc2ccccc2CC1C(=O)NCC12CC3CC(CC(C3)C1)C2 (stereo not drawn),-2%,-3%,-22%,i,-17,1%,-2%,-1%,17%
C=CCn1c(C)csc1=Nc1ccc(C(=O)O)cc1,0%,10%,-2%,-7%,1,-2%,0%,-1%,-2%
CCN(CC)CCN1C(=O)C(=O)/C(=C(/O)c2c(C)[nH]c(C(=O)OC)c2C)C1c1cccc(OC)c1 (stereo not drawn),-1%,-12%,-20%,-1%,2,2%,-3%,5%,1%
CCCCNC(=O)Nc1nc2ccc(CC)cc2s1,-19%,-2%,1%,-4%,-19,-9%,-4%,-4%,-2%

# More compounds:
SMILES,POLB inh,POLK inh,Apoferritin bind,Tb PGK inh,RXFP1 antag,POLH inh,BLM inh,APE1 inh,Pol iota inh
COc1ccc(NC(=O)c2ccc(=O)[nH]c2)cc1S(=O)(=O)N1CCCCC1,31%,x,-4%,x,x,x,4%,15%,x
CCOc1ccc(C(=O)CC(Sc2ccc(C)cc2)C(=O)O)cc1 (stereo not drawn),38%[activator],10%,-9%,-9%,-22,-15%,-2%,3%,u
COc1ccc(C(=O)N2CCCC(N3CCN(c4ccccc4F)CC3)C2)c(OC)n1 (stereo not drawn),0%,-3%,-7%,4%,-1,-8%,-2%,-5%,14%
O=C(CSc1nc2c(c(=O)[nH]1)CCC2)Nc1ccccc1C(F)(F)F,0%,-2%,-1%,x,2,x,-5%,x,21%
Cc1c([C@@H]2C[C@H]3CN(Cc4cccc(Cl)c4)C(=O)[C@]34CCCN24)cnn1C,2%,-8%,-2%,-3%,-3,-4%,-14%,18%,-11%
C/C(Cn1nc([N+](=O)[O-])cc1C)=N\NC(=O)c1ccc(C(C)(C)C)cc1,4%,-8%,-17%,4%,1,-5%,-2%,-1%,-6%
O=C1CC(NCCC2=CCCCC2)C(=O)N1c1cccc(Cl)c1Cl (stereo not drawn),4%,x,-14%,x,x,x,-4%,11%,x
Cc1ccc(S(=O)(=O)N2CCC(C(=O)OCC(=O)Nc3cc(S(C)(=O)=O)ccc3Cl)CC2)cc1C,2%,3%,-7%,3%,-4,-20%,-8%,11%,19%
CCOc1cc(/C=N/NC(=O)C(=O)NC2CC2)cc(Br)c1O,25%,-4%,3%,2%,x,-10%,-1%,18%,9%
COc1cccc(CSc2nc3ccncc3[nH]2)c1,0%,-7%,3%,-12%,-16,-7%,-8%,0%,-2%
